Bioassay records from PubChem BioAssay.
Rev-erbA mod = modulates human Rev-erb alpha binding to DNA | Rev-erbα–FITC-DNA binding, fluorescence polarization, 90 min | activity, % at 10 µM | hit rate 0.79% among 370,000 | P20393;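 active means activity above about 14%, limit read from the data; passing the limit was not always enough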;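 further: 0% = DMSO wells with 35 nM protein and 100% = DMSO wells with 750 nM protein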
Target sequence (P20393 whole entry, looked up): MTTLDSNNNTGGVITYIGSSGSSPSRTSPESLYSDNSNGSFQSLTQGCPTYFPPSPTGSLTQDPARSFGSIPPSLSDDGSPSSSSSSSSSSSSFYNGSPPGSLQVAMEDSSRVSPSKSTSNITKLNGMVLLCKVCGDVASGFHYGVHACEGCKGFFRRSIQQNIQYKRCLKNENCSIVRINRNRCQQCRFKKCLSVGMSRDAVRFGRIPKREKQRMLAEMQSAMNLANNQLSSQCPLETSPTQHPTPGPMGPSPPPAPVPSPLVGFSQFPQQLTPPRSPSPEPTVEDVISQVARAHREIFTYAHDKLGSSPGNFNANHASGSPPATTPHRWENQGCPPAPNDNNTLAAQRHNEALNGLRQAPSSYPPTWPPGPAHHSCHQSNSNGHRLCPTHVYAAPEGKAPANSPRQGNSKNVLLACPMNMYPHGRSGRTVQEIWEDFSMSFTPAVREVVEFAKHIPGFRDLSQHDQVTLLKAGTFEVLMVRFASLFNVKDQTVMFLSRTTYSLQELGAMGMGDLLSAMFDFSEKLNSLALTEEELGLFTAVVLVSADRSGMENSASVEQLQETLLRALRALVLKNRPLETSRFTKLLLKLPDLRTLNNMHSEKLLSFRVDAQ
TCR-CD3 inh = blocks the human TCR-CD3 interaction. TAMRA-labeled TCR probe fluorescence, biochemical. inhibition, % at 9.4 µM. hit rate 0.37% among 360,000. AID 651800; in the data active means inhibition above about 19%;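 further: recombinant mutant TCR 2C K166C tagged with TAMRA read by polarization; 0% = receptor in buffer alone and 100% = receptor with positive control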
LEDGF integ inh = blocks HIV-1 LEDGF/p75-dependent DNA integration | TR-FRET IN-LEDGF/p75 DNA integration, Eu/Cy5 | AID 743269 | hit rate 0.64% among 370,000 | inhibition, % at 3.7 µM;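 active means inhibition above the screen-wide mean plus 3 SD, cut at about 13% in these data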;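 further: signal is the Cy5 over europium emission ratio at 671 and 618 nm; 0% = plate median of compound wells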
PG9 binder = binds the HIV-1 gp120 antibody PG9; TR-FRET gp120-PG9 antibody binding; inhibition, % at 6.7 µM; hit rate 0.43% among 360,000; in the data active means inhibition above about 8.5%
HTRA1 inh = inhibitors of human serine peptidase HTRA1; recombinant HTRA1, FP-rhodamine activity-based probe, fluorescence polarization; inhibition, % at 5.96 µM; AID 504803; Q92743; hit rate 0.5% among 340,000; in the data active means inhibition above about 36%;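 further: 0% = enzyme with DMSO and 100% = wells lacking enzyme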
rCAG binder = binds r(CAG) RNA repeats; inhibition, % at 3 µM; r(CAG) RNA repeat, TO-PRO-1 dye displacement fluorescence; AID 651821; hit rate 1.3% among 370,000;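 active means inhibition above the plate cutoff, the mean of all test compounds on that plate plus 3 SD, cut at about 35% in these data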;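 further: 0% = DMSO alone and 100% = 100 µM mitoxantrone as full dye displacement; higher means more dye released from RNA so lower well fluorescence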
UHRF1 MBD2 ctr = UHRF1 methyl-DNA binding inhibition. Q96T88. UHRF1 binding to methylated oligo, TR-FRET. inhibition, % at 4.4 µM. hit rate 0.75% among 370,000. AID 687016; in the data active means inhibition above about 21%;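 further: UHRF1 SRA domain binding a hemimethylated CpG hairpin DNA probe; 0% = median of test compound wells and 100% = reference inhibitor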
mABHD4 FP = ABHD4 (mouse) inhibition, primary FP screen | hit rate 0.54% among 370,000 | inhibition, % at 8.92 µM | Q8VD66 | purified mABHD4, FP-Rh probe fluorescence polarization;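 active means inhibition exceeding the mean over every tested compound plus 3 SD, cut at about 30% in these data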;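 further: 0% = plate median of compound wells and 100% = S159A mutant with DMSO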
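Test system: mABHD4 protein | Buffer or medium: HEPES pH 7.0 buffer, 150 mM NaCl, 0.01% Pluronic F-127 | Probe or stimulus: FP-Rh fluorescent activity-based probe, added after compound pre-incubation | Timing: Pre-incubation 45 min, probe exposure 60 min, at 25 °C | Technique: Fluorescence polarization, excitation 525 nm, emission 598 nm, BODIPY TMR filters | Repeats: Single well per compound (singlicate)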
MBD2 DNA inh = inhibitors of human MBD2 binding to methylated oligonucleotide. Q9UBB5. TR-FRET. inhibition, % at 4.4 µM. hit rate 0.31% among 370,000. AID 686964; in the data active means inhibition above about 13%
PRMT1 inh = inhibitors of human PRMT1 | inhibition, % at 2.79 µM | AID 652257 | hit rate 1.3% among 370,000 | Q99873 | recombinant PRMT1, activity-based probe fluorescence polarization;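 active means inhibition above about 21% made by adding two undisclosed values, limit read from the data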
Target sequence (Q99873 whole entry, looked up): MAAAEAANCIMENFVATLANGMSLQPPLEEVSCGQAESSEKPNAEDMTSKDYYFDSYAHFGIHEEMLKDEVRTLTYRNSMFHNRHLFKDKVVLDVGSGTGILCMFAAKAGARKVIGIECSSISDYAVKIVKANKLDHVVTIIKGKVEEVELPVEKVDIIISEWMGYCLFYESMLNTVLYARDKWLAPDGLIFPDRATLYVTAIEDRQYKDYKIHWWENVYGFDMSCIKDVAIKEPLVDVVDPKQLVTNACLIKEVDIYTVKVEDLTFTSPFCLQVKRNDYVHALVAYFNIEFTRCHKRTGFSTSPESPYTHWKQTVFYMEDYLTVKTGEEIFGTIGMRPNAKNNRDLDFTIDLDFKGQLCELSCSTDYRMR
* hit, by the source's call; . = not tested or not shown.

#1 CC(=O)NC(=S)NNC(=O)c1ccc(Br)cc1
#2 COC(=O)C[C@@H]1C=C[C@@H](NC(=O)C2CCC2)[C@@H](CO)O1
#3 CCOc1ccc(C(=O)OCC(=O)NCc2ccco2)cc1OCC
#4 Oc1[nH]c2ccccc2c1N=Nc1ccc(F)cc1
#5 CCOC(=O)c1cccc(NC(=O)Nc2ccc(OCC)cc2)c1
Screen / compound no.,1,2,3,4,5
Rev-erbA mod,-3,-4,-5,-8,-1
TCR-CD3 inh,6,4,9,3,4
LEDGF integ inh,-4,-2,1,-1,-6
PG9 binder,-0.2,-2.0,0.0,-1.4,-1.8
HTRA1 inh,7,.,-2,-8,-10
rCAG binder,-1,3,6,7,5
UHRF1 MBD2 ctr,2,2,5,-6,0
mABHD4 FP,11,-3,0,-15,4
MBD2 DNA inh,0,-2,-5,2,2
PRMT1 inh,1,-3,0,-42,-1

#6 Cc1ccc(C2CC(c3ccccc3)n3ncnc3N2)cc1 (configuration not stated)
#7 CC(=O)c1cccc(NC(=O)N2CCC(c3nnc(SCC(N)=O)n3C)CC2)c1
#8 Clc1ccc(-c2nnc3n2N=C(c2ccc(-c4ccccc4)cc2)CS3)c(Cl)c1
#9 O=C(Nc1ccccc1N1CCOCC1)C1=COCCO1
#10 COc1ccccc1[C@@]1(C)ON(c2ccccc2C(F)(F)F)C1=O
Screen / compound no.,6,7,8,9,10
Rev-erbA mod,2,0,3,-2,-4
TCR-CD3 inh,1,4,.,-3,2
LEDGF integ inh,1,3,0,-4,2
PG9 binder,2.2,-0.1,.,-1.4,-0.7
HTRA1 inh,-5,6,.,-2,0
rCAG binder,-1,-3,5,-4,-2
UHRF1 MBD2 ctr,-2,3,-3,-3,-2
mABHD4 FP,2,-4,-1,-1,3
MBD2 DNA inh,4,4,3,4,2
PRMT1 inh,-1,-2,0,4,0

#11 CCOc1ccc(C2CC=C(C(C)=O)CN2S(=O)(=O)c2ccc(C)cc2)cc1 (configuration not stated)
#12 O=C(NCc1ccc(Cl)cc1)c1cc2ccccn2n1
#13 CCOP(=O)(c1ccccc1)C(O)c1ccc(F)cc1 (configuration not stated)
#14 COc1ccc(NC(=O)Cn2nnc(-c3ccccc3NS(=O)(=O)c3ccc(OC)cc3)n2)cc1
#15 CC(C)(C)OC(=O)N1CCC(c2c(C(=O)N3CCN(C4CCCCC4)CC3)cnn2-c2ccccc2)CC1
Screen / compound no.,11,12,13,14,15
Rev-erbA mod,-2,-5,-1,0,6
TCR-CD3 inh,-7,-8,3,-5,3
LEDGF integ inh,3,-3,-1,-2,-5
PG9 binder,-0.1,1.3,-0.9,1.0,-0.7
HTRA1 inh,.,-3,4,-7,-2
rCAG binder,6,-1,-2,0,-8
UHRF1 MBD2 ctr,4,1,-1,0,3
mABHD4 FP,-9,-2,-2,4,2
MBD2 DNA inh,9,2,2,3,0
PRMT1 inh,7,3,-2,-1,1

#16 CCCc1nc(N2CCCC2)c(C#N)c2c1CCCC2
#17 CC(=O)N(Cc1ccccc1)c1ccc(C(=O)O)cc1
#18 COc1ccc(CC(=O)NCc2n[nH]c(=S)n2-c2ccc(F)cc2)cc1
#19 Nc1c(C(=O)CSc2nnc(COc3ccc(Cl)cc3)o2)c(=O)[nH]c(=O)n1C1CC1
#20 COc1cccc(NC(=O)NCC2CCN(Cc3ccc(F)cc3)CC2)c1
Screen / compound no.,16,17,18,19,20
Rev-erbA mod,2,6,-1,-5,3
TCR-CD3 inh,1,9,0,1,3
LEDGF integ inh,0,-1,1,0,-1
PG9 binder,0.1,-0.9,-0.9,-8.4,0.2
HTRA1 inh,1,0,-6,3,-2
rCAG binder,2,2,0,0,-5
UHRF1 MBD2 ctr,0,0,-2,-5,0
mABHD4 FP,-1,-4,-4,-1,3
MBD2 DNA inh,3,0,0,4,1
PRMT1 inh,0,-2,-4,-3,-1

#21 CCS(=O)(=O)Nc1ccc(-c2cc(-c3ccccc3)c3cc(C)ccc3n2)cc1
#22 CCN(CC)CCOCCOc1ccccc1F
#23 C/C(=N\N=C(N)N)c1cccc([N+](=O)[O-])c1
#24 COc1ccc(NC(=O)CN2CCC3(O)CCCCC3C2c2ccccc2OC)cc1 (configuration not stated)
#25 Cc1ccc(C(=O)NCC(=O)O)s1
Screen / compound no.,21,22,23,24,25
Rev-erbA mod,2,-4,-2,0,2
TCR-CD3 inh,-4,0,7,-1,2
LEDGF integ inh,1,-3,-1,1,9
PG9 binder,2.4,-2.2,-2.0,-0.9,-1.7
HTRA1 inh,-81,5,0,.,12
rCAG binder,13,0,2,-2,6
UHRF1 MBD2 ctr,-4,-6,-4,1,-1
mABHD4 FP,-57,6,12,-4,-7
MBD2 DNA inh,5,2,-6,1,6
PRMT1 inh,-3,0,-2,-2,-1

5 entries picked at random from those above, as already listed:
#21 CCS(=O)(=O)Nc1ccc(-c2cc(-c3ccccc3)c3cc(C)ccc3n2)cc1
#23 C/C(=N\N=C(N)N)c1cccc([N+](=O)[O-])c1
#22 CCN(CC)CCOCCOc1ccccc1F
#25 Cc1ccc(C(=O)NCC(=O)O)s1
#24 COc1ccc(NC(=O)CN2CCC3(O)CCCCC3C2c2ccccc2OC)cc1 (configuration not stated)
Screen / compound no.,21,23,22,25,24
Rev-erbA mod,2,-2,-4,2,0
TCR-CD3 inh,-4,7,0,2,-1
LEDGF integ inh,1,-1,-3,9,1
PG9 binder,2.4,-2.0,-2.2,-1.7,-0.9
HTRA1 inh,-81,0,5,12,.
rCAG binder,13,2,0,6,-2
UHRF1 MBD2 ctr,-4,-4,-6,-1,1
mABHD4 FP,-57,12,6,-7,-4
MBD2 DNA inh,5,-6,2,6,1
PRMT1 inh,-3,-2,0,-1,-2

Next structures.
#26 Cc1ccc2c(COC(=O)CNS(=O)(=O)c3ccccc3)cc(=O)oc2c1
#27 Cc1cc(C)cc(NC(=S)NC2CC3CCC(C2)N3Cc2ccco2)c1 (configuration not stated)
#28 COc1ccc(NC(=S)N(CCCN2CCCC2)Cc2cccs2)cc1
#29 c1ccc(-c2ccc(-c3nc(-c4cccnc4)no3)cc2)cc1
#30 COc1ccccc1C1CC(=O)NC(C)=C1C(=O)OCC(C)C (configuration not stated)
Screen / compound no.,26,27,28,29,30
Rev-erbA mod,3,0,0,4,4
TCR-CD3 inh,-5,0,-1,1,10
LEDGF integ inh,-4,0,1,4,-3
PG9 binder,1.8,-0.2,2.0,0.2,-1.7
HTRA1 inh,2,0,-6,-11,-1
rCAG binder,5,-9,-3,-4,-6
UHRF1 MBD2 ctr,0,6,0,-1,-2
mABHD4 FP,10,-10,12,-8,4
MBD2 DNA inh,0,9,3,0,1
PRMT1 inh,7,6,-2,-2,-3

#31 CC(C)(C)N1Cc2nnn(CC3CCCCC3)c2-c2ccccc2S1(=O)=O
#32 CC1CCC2(CC1)CCC2NCc1ccc(Br)cc1 (configuration not stated)
#33 CCC(Sc1nc(C)cc(=O)[nH]1)C(=O)Nc1nnc(C)s1 (configuration not stated)
#34 Cc1cc(OCC(=O)NCCN2CCOCC2)c2c(C)c(C)c(=O)oc2c1
#35 COCCn1nnnc1CN1C2CCCC1CC(NC(C)=O)C2 (configuration not stated)
Screen / compound no.,31,32,33,34,35
Rev-erbA mod,-3,0,-4,5,-1
TCR-CD3 inh,.,.,1,-7,7
LEDGF integ inh,2,1,-3,-4,-1
PG9 binder,.,.,-2.3,-2.6,0.3
HTRA1 inh,.,.,-4,1,-4
rCAG binder,-1,.,1,-10,-1
UHRF1 MBD2 ctr,2,-1,3,12,1
mABHD4 FP,0,1,-2,-2,1
MBD2 DNA inh,-3,-2,-1,5,4
PRMT1 inh,0,-2,1,3,0

#36 O=C1CCCC(O)=C1C1C2=C(CCCC2=O)Oc2ccccc21 (configuration not stated)
#37 COc1ccc(OC)c(CCNC(=O)Cn2nc(C)c3c(C)n(-c4ccc(C)cc4)nc3c2=O)c1
#38 Cc1ccc2cc(CCNC(=O)c3c(-c4ccccc4Cl)noc3C)c(=O)[nH]c2c1
#39 Cc1cc(=O)oc2cc(OCc3ccc(C(=O)OCC(=O)N(C)C4CCS(=O)(=O)C4)cc3)ccc12 (configuration not stated)
#40 Cc1ccc2c(=O)cc(C(=O)NC3CCS(=O)(=O)C3)oc2c1 (configuration not stated)
Screen / compound no.,36,37,38,39,40
Rev-erbA mod,6,-4,1,-3,1
TCR-CD3 inh,-8,-4,3,-6,0
LEDGF integ inh,3,-3,7,1,-4
PG9 binder,1.3,-0.9,0.4,-1.6,-0.4
HTRA1 inh,-6,1,1,-2,7
rCAG binder,1,-5,2,6,0
UHRF1 MBD2 ctr,4,2,2,4,-1
mABHD4 FP,-1,1,-10,-4,5
MBD2 DNA inh,0,1,3,-3,2
PRMT1 inh,2,-1,-5,-1,6

#41 CSCC[C@H](NC(=O)c1ccco1)c1nnc2ccccn12
#42 C=CCN1C(=O)c2ccc(C(=O)N3CCN(S(=O)(=O)c4ccccc4Br)CC3)cc2C1=O
#43 N#Cc1ccc(OCC(=O)OCC(=O)c2ccccc2)cc1
#44 CCCn1c2c(c(O)c(C(=O)Nc3ncccc3O)c1=O)CCCC2
#45 Cc1ccc(F)c(N=Cc2c(O)c3ccccc3oc2=O)c1
Screen / compound no.,41,42,43,44,45
Rev-erbA mod,0,-3,5,-5,1
TCR-CD3 inh,8,-4,-6,4,-6
LEDGF integ inh,1,1,3,-1,5
PG9 binder,-1.8,0.4,-0.7,-1.9,-1.5
HTRA1 inh,5,-2,7,0,-2
rCAG binder,3,-5,4,0,5
UHRF1 MBD2 ctr,1,-3,0,-2,3
mABHD4 FP,-2,-3,-5,2,-10
MBD2 DNA inh,-2,-1,0,-5,-2
PRMT1 inh,-2,0,0,3,-1

#46 CN(Cc1ccccc1)C(CNS(=O)(=O)c1ccccc1)c1ccccc1 (configuration not stated)
#47 Cc1ccc(NC(=O)c2ccc(NCCc3ccccc3)c([N+](=O)[O-])c2)cc1F
#48 CCN1CCCC1CNC(=O)C(=O)Nc1cccc(OC)c1 (configuration not stated)
#49 O=C(COc1ccccc1)Nc1ccc2c(c1)Cc1cc(NC(=O)COc3ccccc3)ccc1-2
#50 CN(C)c1ccc(C=NNC(=S)Nc2ccc(F)cc2)cc1
#51 COc1ccc(C(c2c(N)[nH]c(=S)[nH]c2=O)c2c(N)[nH]c(=S)[nH]c2=O)cc1
Screen / compound no.,46,47,48,49,50,51
Rev-erbA mod,2,6,-1,-4,-1,0
TCR-CD3 inh,-2,10,-3,1,3,0
LEDGF integ inh,0,1,1,2,-2,-10
PG9 binder,1.8,1.0,0.5,-0.8,-2.7,1.9
HTRA1 inh,-24,-2,-10,6,14,2
rCAG binder,-2,0,-1,1,10,-1
UHRF1 MBD2 ctr,-3,-1,2,-4,0,-1
mABHD4 FP,-10,1,3,-6,13,3
MBD2 DNA inh,-4,-5,4,2,0,-6
PRMT1 inh,-2,-6,-2,0,2,6

The list is partial, so the mix of outcomes need not match the whole.
